Source: PubChem (National Center for Advancing Translational Sciences (NCATS))
ALOX12 inh – blocks human arachidonate 12S-lipoxygenase. P18054. purified 12hLO, xylenol orange hydroperoxide absorbance. Potency, µM (top dose mostly 108 µM), for inactives: top-dose activity change, negative = inhibition, actives largely listed as inhibitors. 1.1% of 580,000 active. AID 1671190; note: % is set by controls: 0 for no effect and ±100 for the full control effect
Target sequence (P18054 whole entry, looked up): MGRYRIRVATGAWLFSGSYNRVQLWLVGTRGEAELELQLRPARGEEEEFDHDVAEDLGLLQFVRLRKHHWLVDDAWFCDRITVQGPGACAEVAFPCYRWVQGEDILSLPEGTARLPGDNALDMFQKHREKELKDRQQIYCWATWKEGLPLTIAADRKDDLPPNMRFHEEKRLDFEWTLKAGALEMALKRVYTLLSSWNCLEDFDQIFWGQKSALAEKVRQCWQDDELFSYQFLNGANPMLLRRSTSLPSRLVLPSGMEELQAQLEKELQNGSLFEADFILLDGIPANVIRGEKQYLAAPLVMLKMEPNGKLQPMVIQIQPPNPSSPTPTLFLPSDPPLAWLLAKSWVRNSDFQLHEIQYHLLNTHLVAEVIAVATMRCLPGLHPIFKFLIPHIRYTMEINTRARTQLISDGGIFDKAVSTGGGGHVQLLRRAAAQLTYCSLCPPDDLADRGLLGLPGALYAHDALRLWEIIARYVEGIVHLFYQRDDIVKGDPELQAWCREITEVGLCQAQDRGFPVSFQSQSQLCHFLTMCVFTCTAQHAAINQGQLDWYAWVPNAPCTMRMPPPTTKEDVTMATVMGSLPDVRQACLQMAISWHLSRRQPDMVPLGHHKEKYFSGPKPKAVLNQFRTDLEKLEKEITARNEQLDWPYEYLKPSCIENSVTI
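Hydroperoxide product was detected by ferrous iron/xylenol orange as the 573 to 405 nm absorbance ratio. Arachidonic acid at 40 uM (final) was turned over for 30 min at room temperature by 150 nM human 12hLO, pH 7.0 Hepes buffer, after 15 min compound preincubation.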
Vif-APOBEC3F blk – inhibitors of Vif-A3F interaction; HeLa A3F-eYFP + Vif (tagged APOBEC3F with the HIV-1 protein that degrades it), YFP fluorescence increase; Potency, µM (highest dose often 46.1 µM), for the others: at the highest dose activity, negative = active; 0.2% of 390,000 active; note: % of control where 0% means no effect; nearly all actives have a fitted effect of over 65% in size
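Fluorescence increase (Ex 488/Em 500-530) after overnight compound treatment at 37 deg C flags inhibition of Vif-driven A3F-eYFP loss in stable HeLa A3F-eYFP/Vif cells seeded overnight beforehand.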
rTrxR1 inhibitor – inhibitors of rat thioredoxin reductase 1. O89049. recombinant rTrxR1, NADPH fluorescence consumption, selenite substrate. Potency, µM (doses to about 114 µM), for inactives: at the top dose activity change, negative = inhibition, hits mostly inhibitors. 1% of 390,000 active. AID 588453; note: % is set by controls: 0 for no effect and ±100 for the full control effect; nearly all actives have a fitted effect of over 65% in size
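Rat TrxR1 (90 nM in the dispensed reagent) was pre-reduced with 400 uM NADPH for 5 min at room temperature, then incubated with compound for 15 min. After 400 uM selenite was added, NADPH fluorescence (Ex 340/Em 450 nm) was followed for 8 min.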
TrxR1 substrate – rat thioredoxin reductase 1 substrate activity; O89049; purified TrxR1 substrate turnover, NADPH consumption readout; Potency, µM (top dose mostly 114 µM), without a hit: at the highest dose activity change, negative = substrate turnover; 0.01% of 390,000 active; note: % is set by controls: 0 for no effect and ±100 for the full control effect; nearly all actives have a fitted effect of over 50% in size
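Rat TrxR1, dispensed at 90 nM, was prereduced with 400 uM NADPH (final) for 5 min at ~22 deg C, then incubated with compound 15 min before 400 uM selenite. A first-read NADPH fluorescence drop versus no-compound background flagged substrates.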
USP1 inh – USP1/UAF1 (human) deubiquitinase inhibition; O94782; recombinant USP1/UAF1, Ub-Rhodamine cleavage fluorescence; Potency, µM (doses to about 57.1 µM), for inactives: at the top dose activity change, negative = inhibition, most hits filed as inhibitors; 0.23% of 390,000 active; note: % is set by controls: 0 for no effect and ±100 for the full control effect; nearly all actives have a fitted effect of over 60% in size; inactives centre near -12
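USP1/UAF1 complex at 1 nM was preincubated with compound for 15 min at room temperature, then Ub-Rho substrate (150nM final) was added. Fluorescence (480/540 nm) was read kinetically, 6 reads every 60 seconds.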
RXFP1 ag – agonists of human relaxin receptor RXFP1; Q9HBX9; HEK293T-RXFP1 cAMP TR-FRET, 30 min; response scale: percent of porcine relaxin response, buffer zero; Potency, µM (series often up to 57.5 µM), without a hit: top-dose activation, hits mostly activators; 0.3% of 370,000 active; AID 2676; note: % is set by controls: 0 for no effect and ±100 for the full control effect; nearly all actives have a fitted effect of over 60% in size; many of its hits are not listed in these tables
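HEK293T cells stably expressing RXFP1 were pretreated with the PDE4 inhibitor Ro 20174, exposed to compounds for 30 min at 37C, lysed, and cAMP was read by TR-FRET. Data normalized to buffer (basal) and 29 nM porcine relaxin (100%).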
RGS4 inh – blocks human RGS4-accelerated GTP hydrolysis; P49798; Transcreener GDP fluorescence polarization, RGS4-accelerated GTP hydrolysis; Potency, µM (highest dose often 114 µM), for inactives: at the top dose activity change, negative = inhibition, usual class: inhibitors; 0.039% of 390,000 active; note: % is set by controls: 0 for no effect and ±100 for the full control effect; nearly all actives have a fitted effect of over 75% in size; some results filed as inactive show a strong effect at the top dose
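MLSMR compounds (23 nl, pin-transferred) preincubated 10 min at room temperature with a 500nM (2x) first reagent, then RGS4 at 900nM (2x) plus Transcreener GDP mix added; fluorescence polarization (620/688 nm) read before and after 90 min at 30 °C.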
Vif-A3G inh – Vif-A3G binding inhibition | HeLa A3G-eYFP + Vif (tagged APOBEC3G with the HIV-1 protein that degrades it), YFP fluorescence, overnight | Potency, µM (top dose mostly 46.1 µM), for inactives: at the highest dose activity, negative = active, most hits filed as inhibitors | 0.076% of 410,000 active | AID 602310;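 note: % is set by controls: 0 for no effect and ±100 for the full control effect; nearly all actives have a fitted effect of over 60% in size; hits raise eYFP signal because A3G escapes Vif-driven loss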
Target sequence (Q9HC16 whole entry, looked up): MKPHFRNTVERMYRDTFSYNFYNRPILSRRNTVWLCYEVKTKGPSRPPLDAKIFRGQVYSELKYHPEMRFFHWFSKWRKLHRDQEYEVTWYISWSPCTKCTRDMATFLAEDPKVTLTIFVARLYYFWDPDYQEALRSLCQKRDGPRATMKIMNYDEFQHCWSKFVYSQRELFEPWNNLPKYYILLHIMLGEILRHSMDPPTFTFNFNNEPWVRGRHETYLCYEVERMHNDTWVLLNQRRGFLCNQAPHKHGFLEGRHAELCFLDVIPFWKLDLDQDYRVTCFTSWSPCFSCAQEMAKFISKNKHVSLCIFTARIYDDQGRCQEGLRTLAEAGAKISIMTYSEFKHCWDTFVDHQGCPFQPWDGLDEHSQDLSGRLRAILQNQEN
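HeLa cells stably expressing Vif and C-terminally eYFP-tagged A3G, seeded overnight at 37 deg C, then exposed to compound by pintool overnight at 37 deg C. Rise in yellow fluorescence (Ex 488/Em 500-530, Acumen) marks blocked Vif-driven A3G degradation.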
IDH1 R132H inh – blocks human mutant IDH1 R132H enzyme. IDH1-R132H enzyme, NADPH consumption, diaphorase/resazurin fluorescence. 0.093% of 390,000 active. Potency, µM (titrated, usually from 76.6 µM), inactives show top-dose activity change, negative = inhibition, hits mostly inhibitors. O75874; note: % is set by controls: 0 for no effect and ±100 for the full control effect; nearly all actives have a fitted effect of over 65% in size
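IDH1-R132H (0.5 ug/mL dispensed) in pH 7.5 Tris buffer was preincubated 30 min with compound, then given a substrate mix of 0.016 mM NADPH and 2 mM alpha-KG for 80 min at room temperature; remaining NADPH was read by diaphorase/resazurin fluorescence.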
* marks the source's active call; other numbers are inactive results; ? = inconclusive; . = no result given; & = joins results of further samples; [ ] = another dose, or the depositor's remark. Calls come from the whole dose curve; as a rule, active = well fitted curve in the direction sought with a large enough effect; inconclusive = small, poorly fitted or top-dose-only effect, or another doubt; inactive = no such curve, though single readings can be large; an effect the other way counts as inactive or inconclusive. Potency is the fitted concentration of half-maximal effect. Some of the compounds tested; count on the stated rates, not on these rows.

SMILES	ALOX12 inh	Vif-APOBEC3F blk	rTrxR1 inhibitor	TrxR1 substrate	USP1 inh	RXFP1 ag	RGS4 inh	Vif-A3G inh	IDH1 R132H inh
CCCCSc1nnc(CCC)n1N	0%	-2%	2%	-5%	0%	0.9%	20%	1%	15%
CCOC(=O)CN1N=C(/C=C/c2ccc(C)cc2)CCC1=O	-7%	10%	23%[57.1 µM]	-13%	-19%	-3.9%	4%	-13%	-1%
Nc1cccc(S(=O)(=O)c2ccc(N)c(N)c2)c1	-4%	5%	19%[57.1 µM]	9%[57.1 µM]	-11%	-4.9%	23%	-4%	-7%
O=C(Nc1cccc(S(=O)(=O)N2CCCCC2)c1)c1cnccn1	-32%	1%	29%[57.1 µM]	14%[57.1 µM]	3%	0.5%	-7%	0%	-2%
Cc1ccc(N(CC(=O)NCCc2ccc(Cl)cc2)S(=O)(=O)N(C)C)cc1	-24%	0%	11%	-2%	-29%	1.3%	-3%	0%	13%
Cc1nnc(NC(=O)CCSc2ccc(Cl)cc2)s1	6%	-3%	19%	10%	-19%	0.7%	23%	-4%	13%
CC(C)Oc1ccc(C(=O)NN2C(=O)NC3(CCCCC3)C2=O)cc1	3%	-3%	1%	-5%	3%	1.4%	20%	-1%	-1%
O=C(NCc1cccnc1)C1CCN(S(=O)(=O)N2CCC3(CC2)OCCO3)CC1	0%	-3%	14%	3%	?	0.9%	4%	1%	-5%
COc1ccc(N(C)S(=O)(=O)c2cccc(C(=O)NCc3ccc4c(c3)OCO4)c2)cc1	-11%	-5%	5%[57.1 µM]	-2%[57.1 µM]	-11%	0.6%	2%	-1%	-3%
O=C(Nc1ccc(F)cc1)c1csc2c1CCCCC2	?	8%	-2%	-1%	-9%	-0.3%	-9%	-1%	29%
O=C(CN1C(=O)S/C(=C/c2cccs2)C1=O)N1CCOCC1	11%	-7%	-16%	-21%	-7%	-0.8%	11%	2%	1%
Cc1ccc(S(=O)(=O)N2C[C@@H]3[C@H]4CC[C@H](C4)[C@@H]3[C@@H](C)[C@@H]2c2ccn([Si](C(C)C)(C(C)C)C(C)C)c2)cc1	?	7%	5%	-2%	-10%	.	21%	0%	1%
COc1cc(Cl)ccc1OCc1cc(C(=O)N(C)CC2CCCCO2)no1 (stereo not given)	1%	-2%	-2%	-6%	-15%	0.8%	-5%	-3%	0%
Cc1cccc(CS(=O)(=O)Cc2ccc(C(=O)O)o2)c1	-26%	-1%	12%[57.1 µM]	12%[57.1 µM]	-7%	0.1%	-5%	1%	3%
CCO/C=C/C(O)(CNC(=O)COc1ccccc1F)C(F)(F)F (stereo not given)	8%	1%	12%	1%	-15%	1.9%	-19%	2%	3%
Cc1cc(Cl)c(S(=O)(=O)Nc2ccc3c(c2)OCCO3)cc1OCC(N)=O	-6%	.	16%	3%	-15%	-0.3%	-23%	-3%	4%
CCOC(=O)c1c(C)c(C(=O)OCC)n(C)c1C	0%	-6%	14%	0%	-18%	3.0%	?	1%	6%
CC1CCCC(NC(=O)CN(C)S(=O)(=O)c2cccc3cccnc23)C1C (stereo not given)	0%	5%	-2%	3%	-17%	1.8%	-2%	1%	15%
Cc1ccc(SCc2c(C(=O)N/N=C/c3ccoc3)nnn2-c2nonc2N)cc1	-17%	11%	-1%	-5%	-18%	-0.5%	-2%	2%	1%
Cc1cccc(NC(=O)c2cc(Cl)ccc2[N+](=O)[O-])c1	-20%	-5%	-18%	-18%	-3%	-0.1%	18%	-5%	7%
CCCc1cc(C(F)(F)F)c(C#N)c(=O)[nH]1	?	4%	?	468%[activator]	-3%	2.6%	-16%	0%	-4%
Cc1ccc(Cn2c(=N)n(CC(=O)c3ccccc3)c3ccccc32)cc1	?	-8%	15%	2%	-6%	0.6%	24%	2%	26%
Cc1cc(-n2cnnn2)cc(C)c1S(=O)(=O)N(C)c1ccccc1	1%	-4%	12%	2%	?	0.5%	-7%	1%	11%
CCn1c(SC(C)C(=O)N2CCOCC2)nc2sc(C)c(C)c2c1=O (stereo not given)	6%	1%	8%	0%	-6%	-0.3%	-33%	-1%	6%
COc1ccc([C@H]2CC(=O)C=C(c3ccc(Cl)cc3C)C2)cc1	?	6%	11%	1%	-26%	2.8%	-21%	-12%	4%
Cc1cc(Cl)ccc1OCC(=O)N1CCC(c2nc3ccccc3o2)CC1	?	-5%	32%	-1%	-9%	1.5%	20%	-14%	-8%
CC1(C)Cc2c(sc3c2c(=N)n(Cc2ccco2)c(=O)n3Cc2ccccc2)CO1	4%	-2%	2%[57.1 µM]	1%[57.1 µM]	-4%	0.6%	-12%[11.4 µM]	-5%	-1%
O=C(Nc1ccc(S(=O)(=O)NC2=NCCCCC2)cc1)c1ccco1	0%	0%	4%[57.1 µM]	5%[57.1 µM]	-2%	-0.3%	10%	-6%	-12%
Cc1ccc(Cl)cc1N(C)C(=O)c1cnc(N2CCOCC2)c2ccccc12	1%&-16%	0%	15%[57.1 µM]	4%[57.1 µM]	-21%	-0.2%	11%	-3%	-1%
CC(=O)N1CCN(Cc2nc3cc(Cl)ccc3c(=O)[nH]2)CC1	-4%	-9%	-5%[57.1 µM]	-7%	1%	1.3%	21%	-4%	0%
Oc1ccc(C23CC4CC(CC(C4)C2)C3)cc1O	?	-9%	?	19%[0.0914 µM]	-22%	0.5%	12%	-4%	9%
CCc1ccc(NC(=O)C2CCCN2S(=O)(=O)c2cccc3nsnc23)cc1 (stereo not given)	-25%	4%	14%	-2%	-8%	-1.9%	0%	3%	1%
CCN(CC)CC(C)OC(=O)c1ccccc1Cl (stereo not given)	-13%	1%	10%[57.1 µM]	7%	1%	0.8%	6%	3%	-2%
Cc1cc(C)c2oc(C(=O)Nc3ccc(S(=O)(=O)N4CCC(C)CC4)cc3)cc(=O)c2c1	0%&-17%&-2%	-10%&-6%	21%&21%	1%&-6%	?	-0.4%&5.1%	16%&16%	1%&1%	-2%&-2%
Cc1cc(C)cc(COc2ccc3c(C)c(CC(=O)O)c(=O)oc3c2C)c1	0%	11%	?	158%[activator]	-15%	2.1%	-7%[56.9 µM]	0%	-8%
CCOC(=O)Cn1c(=O)c2c(nc3n2CCN3c2ccc(CC)cc2)n(C)c1=O	-9%	.	33%	0%	-22%	2.1%	-32%	.	.
CSC(=S)NCc1cccnc1	6%	1%	-26%	-9%	-11%	3.6%	2%	?	-6%
COc1ccccc1N1CCN(C(c2ccc(Cl)cc2)c2nnc(-c3cccc(F)c3)o2)CC1 (stereo not given)	6%	4%	23%	7%	-18%	-0.5%	7%	2%	-6%
CC1NC(=O)COC1c1ccccc1 (stereo not given)	-12%	-8%	.	.	-1%	.	.	0%	1%
COCCNC(=O)C(=O)NCC1CCCN1S(=O)(=O)c1cccs1 (stereo not given)	-8%	-5%	.	.	-19%	.	.	-3%	8%
COC(=O)c1ccc(/C=C2/SC(=S)N(CCC(=O)N3CCOCC3)C2=O)cc1	-21%	16%	6%	-5%	-27%	3.2%	0%	4%	-1%
COc1cc(OC)c(C=CC(=O)c2ccccc2O)c(OC)c1	-7%	-4%	13%[57.1 µM]	-8%	?	.	-18%	-9%	7%
COc1cccc(/C=N/NC(=O)CNC(=O)C2COc3ccccc3O2)c1O (stereo not given)	-3%	1%	15%	0%	-7%	-0.9%	9%[11.4 µM]	-19%	-3%
O=c1cnnc(N/N=C/C2CC=CCC2)[nH]1 (stereo not given)	8%	-8%	13%	6%	-19%	-0.7%	-2%	-5%	-5%
COc1ccc2c(c1)c1ncn(Cc3ccco3)c(=O)c1n2C	-9%	-1%	1%[57.1 µM]	148%[activator][57.1 µM]	-21%	-1.2%	7%[11.4 µM]	-4%	2%
COCCCN1C(=O)C(CC(=O)NCc2ccco2)CC(C(=O)N(C)C)=C1C (stereo not given)	23%	-3%	.	.	-28%	.	.	-5%	4%
Nc1nc(/C=C/c2cccnc2)nc(-c2ccccc2O)n1	5%	3%	31%[57.1 µM]	6%[57.1 µM]	-10%	1.7%	-19%	-9%	2%
C=CCSc1nnc(-c2nnc(SCC=C)n2-c2ccccc2)n1-c1ccccc1	0%	1%	0%	-3%	-9%	0.9%	7%	4%	4%
COc1ccc2nc(/C=N/NC(=O)CCNC(=O)OC(C)(C)C)ccc2c1	?	-1%	12%[57.1 µM]	53%[activator][57.1 µM]	-11%	0.1%	9%	-3%	0%

An excerpt from above, showing only RGS4 inh and ALOX12 inh.
SMILES | RGS4 inh | ALOX12 inh
COCCCN1C(=O)C(CC(=O)NCc2ccco2)CC(C(=O)N(C)C)=C1C (stereo not given) | . | 23%
Nc1nc(/C=C/c2cccnc2)nc(-c2ccccc2O)n1 | -19% | 5%
C=CCSc1nnc(-c2nnc(SCC=C)n2-c2ccccc2)n1-c1ccccc1 | 7% | 0%
